# Screens as filed in PubChem.
# mHTT-CaM PPI inh = inhibitors of human mutant huntingtin-calmodulin interaction; hit rate 3.6% among 190,000; AlphaScreen His-mHTT/GST-CaM binding, luminescence; AID 1671202; inhibition, % at 15 µM; P42858;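 note: 0% = both proteins with DMSO and 100% = one protein alone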
# Pf apPOL block = Pf-apPOL DNA polymerase inhibition; Recombinant Pf-apPOL, molecular beacon fluorescence, 1.5 h; inhibition, % at 10 µM; hit rate 0.25% among 210,000
# Starred values were filed as active, the others as inactive; i = inactive; . = not tested or not shown; & = joins results of further samples. Cut-off read from the data, not from the text of the source: active = inhibition above about 50%; inactive = the rest.
SMILES,mHTT-CaM PPI inh,Pf apPOL block
COc1ccccc1OCCCOc1ccc([N+](=O)[O-])cc1,-3,-5
CCOC(=O)c1sc(NC(=O)c2ccc3[nH]c(C)cc(=O)c3c2)nc1C,-13,2
O=[N+]([O-])c1ccc(NCCCNS(=O)(=O)Cc2ccccc2)c(Cl)c1,23,6
Cc1cccc(-c2nocc2CCC(=O)NCc2cc(F)cc(F)c2)c1,-24,2
Cc1c(C(=O)NCCN(C)C)oc2ccc(S(=O)(=O)N3CCC4(CC3)OCCO4)cc12,3,9
COc1ccccc1CNC(=O)c1cnc(Nc2ccccc2OC)c2ccccc12,-36,-7
O=C(NCCc1ccccc1)N1CCc2nc3cc[nH]n3c(=O)c2C1,-4,-4
Nc1ccccc1SCc1ncc(C(F)(F)F)cc1Cl,.,-8
Cc1ccc(-n2cc(-c3cccs3)[nH]c2=S)cc1,.,-18
Cc1ccc(S(=O)(=O)N2CCN(c3ccc(F)c(Cl)c3)C(=O)C2C)cc1 (stereo not drawn),-5,-4
N#Cc1ccc(NC(=O)C2Oc3ccccc3NC2=O)cc1 (stereo not drawn),28,2
COc1ccc(-c2nc(C(=O)NC(C)C)cs2)cc1OC,0,-3
C/C(NCCN1CCOCC1)=C(/C#N)C(N)=O,0,-5
O=C(CCS(=O)(=O)Cc1cccc(Cl)c1)N1CCOCC1,-5,-12
O=C(NCCn1cc(SCc2ccccc2)c2ccccc21)c1ccc(F)cc1,4,-2
C=CCN1[C@H](C)COc2cc(N3CCCC3)ccc2S1(=O)=O,-14,-3
O=c1[nH]nc(SCc2cccc(Cl)c2)c(=O)[nH]1,2,-4
Cc1ccc(-n2nc(C)c3c(C)cc(=O)oc32)cc1Cl,1,15
Cc1ccc(NC(=O)NC(C)(C)C)cc1,-3,-4
O=C(CCc1c[nH]c2ccccc12)NCc1ccco1,5,-2
O=C(c1cc2c(s1)CCCC2)N1CCc2nc3cc(-c4ccccc4)[nH]n3c(=O)c2C1,-2,2
Cc1cccc(-n2c(CN3CCN(C(=O)Nc4ccc(F)cc4)CC3)nc3cccnc32)c1,29,3
CC1CCN(C(=O)c2cn3ccncc3n2)CC1,-3,-3
NC(=O)CSc1nnc(N2CCNCC2)s1,-18,-3
NC(=O)c1oc2ccccc2c1NC(=O)C12CC3CC(CC(C3)C1)C2,100*,6

# The closing two records of the section above lead into the next:
SMILES,mHTT-CaM PPI inh,Pf apPOL block
NC(=O)CSc1nnc(N2CCNCC2)s1,-18,-3
NC(=O)c1oc2ccccc2c1NC(=O)C12CC3CC(CC(C3)C1)C2,100*,6
CCCSc1nc2c(c(=O)[nH]1)CCC2,-3,-3
O=C(Nc1nnc(CCSCCc2nnc(NC(=O)c3ccco3)s2)s1)c1ccco1,-1,1
O=C(CSc1nnc(-c2ccco2)o1)c1ccc(Br)cc1,11,-9
CC12C(=O)N(c3cccc(C(F)(F)F)c3)C(=O)C1C1C=CC2C1 (stereo not drawn),-9,-10
Cc1onc(-c2ccccc2)c1CN1C(=O)c2ccccc2S1(=O)=O,.,7
C=CCn1c(=N)c(C(=O)NC2CCCC2)cc2c(=O)n3cc(C)ccc3nc21,-3,-10
COc1ccccc1Oc1coc2c3c(ccc2c1=O)OCN(CC1CCCO1)C3 (stereo not drawn),-4,-1
CCS(=O)(=O)N1N=C(c2ccc(C)cc2)CC1c1cc2ccc(OC)cc2nc1Cl (stereo not drawn),10,-8
COC(=O)C1C(=O)C2=C(CC1C)NC(C)=C(C(=O)OC1CCCCC1)C2c1ccc(C)c([N+](=O)[O-])c1 (stereo not drawn),33,-4
CCCCc1ccc(-c2nc(-c3cccnc3)no2)cc1,-14,0
O=C(Cc1nc(-c2ccccn2)n[nH]1)Nc1cc(F)ccc1F,95*,-9
Cc1ccc(-n2ncc3c(NC(C)(C)C)ncnc32)cc1,-9,-4
CC(=O)NC(c1ccc2c(c1)OCO2)c1cc(Cl)c2cccnc2c1O (stereo not drawn),100*,-6
O=C(NC1CCCC1)c1cccnc1N1CCCCC1,-5,1
CCCOc1cc(S(=O)(=O)Nc2cccnc2)ccc1Cl,-7,-5
O=C(NCCCn1ccnc1)c1cc2nc(-c3ccc4c(c3)OCO4)cc(C(F)(F)F)n2n1,27,0
CCOc1ccc(C(=O)c2ccc([N+](=O)[O-])cc2Cl)cc1,11,-1
COc1ccc(S(=O)(=O)Nc2cccc(-c3nnco3)c2)cc1OC,.,-1&0
CC1=C(C(=O)Nc2ccc(C)cc2C)C(c2ccc([N+](=O)[O-])cc2)n2nnnc2N1 (stereo not drawn),9,-7
Cc1cccc(N(CC(=O)NCc2ccco2)S(=O)(=O)c2ccccc2)c1,1,1
O=C(Nc1ccc(Cl)cc1)C1CCN(c2nccnc2Oc2ccccc2)CC1,-4,-1
CN1CCC2(CC1)N=C(c1ccccc1O)CC(c1ccc(Cl)cc1)N2 (stereo not drawn),34,-9
NS(=O)(=O)c1ccc(-n2cccc2/C=N/n2cnnc2)cc1,i,.
Cc1cc(OCC(=O)Nc2ccc(C)c(C)c2)nc(N2CCCCC2)n1,-2,0
Cc1noc(-c2ccc(=O)n(Cc3ccccc3F)n2)n1,-7,0

# Laid out differently: entries from further up
molecule	mHTT-CaM PPI inh	Pf apPOL block
O=C(CSc1nnc(-c2ccco2)o1)c1ccc(Br)cc1	11	-9
CC12C(=O)N(c3cccc(C(F)(F)F)c3)C(=O)C1C1C=CC2C1 (stereo not drawn)	-9	-10
Cc1onc(-c2ccccc2)c1CN1C(=O)c2ccccc2S1(=O)=O	.	7

# Remaining list, next part:
SMILES,mHTT-CaM PPI inh,Pf apPOL block
COC(=O)c1cc(-c2ccc(S(=O)(=O)NCc3ccc4c(c3)OCO4)cc2)c(C(F)(F)F)s1,.,-1
COc1ccc(-c2nn(-c3ccccc3)cc2C(=O)NCC(=O)c2ccccc2)cc1,2,-9
O=C(Cc1cccs1)N1CCCCC1c1nncn1CC1CC1 (stereo not drawn),-6,3
O=C(Nc1cccc(C(=O)N2CCOCC2)c1)c1ccccc1,-8,-7
Cc1ccc(N(CC(=O)NCc2ccccn2)S(=O)(=O)c2ccc(C)cc2)cc1,16,-4
CCCN1CCC(=O)N([C@H](CSc2ccc(C)cc2)Cc2ccccc2)CC1,28,-4
CCc1ccccc1NC(=O)c1ccc(F)c(S(=O)(=O)N2CCCCC2C)c1 (stereo not drawn),-3,0
CCN(CC)C(=O)COc1ccc2c(oc(=O)c3ccccc32)c1C,-3,-4
N#Cc1c(NC(=O)c2cc3ncc(Br)cn3n2)sc2c1CCCC2,-5,-1
O=C1c2ccccc2C(=O)N1S(=O)(=O)c1ccccc1,-2,-1
Cc1sc2ncnc(SCC(=O)c3ccc(Cl)cc3)c2c1C,1,2
Cc1cccc(CN2C(=O)c3ccccc3CCC2(C)C(=O)NCCC(C)C)c1 (stereo not drawn),-9,-3
COc1ccc(OC)c(CN2CCc3nc(Nc4cc(OC)ccc4OC)ncc3C2)c1,21,0
COC(=O)CNCC(=O)OC,.,-8
Cc1ccc(C)c(NCN2C(=O)C3CC=CCC3C2=O)c1 (stereo not drawn),2,4
O=C(NC1CCN(c2ccccc2C(=O)N2CCCCC2)CC1)c1cccs1,-8,-4
Cc1noc(C)c1CC(=O)N1CCCCC1CCN(C)C (stereo not drawn),-6,0
CCn1cc(C(=O)N2CCCc3ccccc32)c(=O)c2ccc(C)nc21,-5,-7
CC(C)(C)c1csc(=Nc2ccccn2)n1-c1ccc(Cl)cc1,.,1
CCOC(=O)c1ccc(NC(=O)Cc2cc(-c3ccc(Cl)cc3)on2)cc1,8,-2
COc1cccc(C=C2Oc3c(ccc4c3CN(Cc3ccccn3)CO4)C2=O)c1OC,100*,-92
CCOc1cccc(C(=O)Nc2cccc(-c3nc4cc(C)ccc4o3)c2C)c1,-8,0
Fc1ccc(N2CCN(Cc3ccsc3)CC2)cc1,6,-6
COc1cc2c(cc1OC)C(C(=O)NCCCOC(C)C)C1c3ccccc3CCN1C2=O (stereo not drawn),1,-4
CCNC(=O)Nc1ccccc1C(=O)OC,0,0

# The list goes on.
SMILES,mHTT-CaM PPI inh,Pf apPOL block
CN1CCOc2ccc(NC(=O)C3CCCO3)cc2C1=O (stereo not drawn),-11,0
CCOC(=O)c1ccc(-n2c(=S)[nH]c3ccccc32)cc1,.,0
Cc1ccc(S(=O)(=O)N2CCC(=O)N(CCOC(=O)Nc3ccc(F)cc3)CC2)cc1,20,-3
COc1ccccc1CC(=O)Nc1ccc2ccccc2n1,.,-24
O=C1OC(c2ccc(Cl)cc2)=N/C1=C\c1ccccc1Cl,2,-3
Cc1ccccc1C(=O)N1CCC(COc2ccccc2C(=O)NC(C)C)CC1,-5,27
Cc1cc([N+](=O)[O-])nn1CCCC(=O)Nc1cccnc1Cl,-6,-9
O=C(NCc1ccc(F)cc1)C1CC(=O)N(Cc2ccccc2F)C1 (stereo not drawn),3,-1
O=C(c1cc2n(n1)C(C(F)(F)F)CC(c1ccc(Cl)c(Cl)c1)N2)N1CCCCC1 (stereo not drawn),3,-4
COc1ccc(C2C3=C(Nc4ncnn42)c2ccccc2OC3c2ccc(C)cc2)cc1 (stereo not drawn),17,-3
CC1CCC(C(C)C)C(OCC(O)CNC(C)C)C1 (stereo not drawn),-7&-7,2&0
COc1cc(OC)cc(C(=O)Nc2cc(F)c3[nH]c(=O)ccc3c2)c1,2,-1
CC(C)C(NS(=O)(=O)c1cccs1)C(=O)NCc1cccs1 (stereo not drawn),-8,-1
COc1ccccc1NC(=O)c1ccccc1,-13,-3
CCOc1ccc(NC(=O)C2CN(S(=O)(=O)c3cccnc3)CC23CCCCC3)cc1 (stereo not drawn),52*,-1
Cc1cccc(S(=O)(=O)N2CCc3c(c(-c4nc(-c5ccccc5)no4)nn3C)C2)c1,4,4
COc1ccc(OCC(=O)Nc2cccc(C(=O)O)c2C)cc1,1,-20
O=C(C1COCC(=O)N1Cc1ccccc1)N1CCCc2ccccc21 (stereo not drawn),7,-1
OCc1nc2ccccc2n1CCOc1ccc(Cl)cc1Cl,19,-5
O=C(NC1CC(O)C(CO)C1)c1ccc2cc[nH]c2c1 (stereo not drawn),4,0
Cc1ccc(-c2nc(N)n[nH]2)cc1,0,-3
CC(=O)N1CC=C2C(C#N)=C(N)C(C#N)(C#N)C(c3cccc(Cl)c3)C2C1 (stereo not drawn),20,-8
CC(C)(C)c1csc(NC(=O)c2ccc3ncsc3c2)n1,21,-3
Clc1ccc(C2=CC(c3cccc(Br)c3)n3ncnc3N2)cc1 (stereo not drawn),1,6
O=S(=O)(Cc1ccccc1Cl)N(CCc1ccccc1)Cc1ccccn1,-30,-7

# More structures follow:
SMILES,mHTT-CaM PPI inh,Pf apPOL block
CCc1nnc(SCC(=O)Nc2ccc(F)c(F)c2)nc1CC,0,-3
Brc1ccccc1-c1nnc(C(c2ccccc2)c2ccccc2)o1,-59,.
Cn1c(C2CCN(C(=O)c3ccc4ccccc4n3)C2)nc2ccncc21 (stereo not drawn),6,-5
CCCCNC(=O)c1sc2nc(-c3ccc(OC)cc3)cn2c1C,-1,0
CCCCOc1ccc(C(=O)N2CCN=C2SC)cc1,-6,-9
COc1ccc(C2C3=C(CC(C)(C)CC3=O)Nc3nc(SC)nn32)c(OC)c1 (stereo not drawn),1,-14
Cc1ccc(Oc2ncccc2NC(=O)CSc2ccc(Cl)cc2)c2c1CCC2,.,-3&0
CN1CCN(CCOc2ccc(C(=O)c3ccccc3)cc2)CC1,-2,-4
Cn1c(C(=O)NCc2ccc3c(c2)OCO3)cc2c1CCN(Cc1ccccc1)C2,43,5
Cn1c2c(c(=O)n(C)c1=O)C(c1cc([N+](=O)[O-])ccc1O)C1=C(N2)c2ccccc2C1=O (stereo not drawn),-2,-1
Cc1c(NC(=O)C23CC4CC(C)(CC(C)(C4)C2)C3)c(=O)n(-c2ccccc2)n1C,-2,-5
Cc1ccccc1CN1C(=O)CSc2ccc(C(=O)N3CCN(c4ccccn4)CC3)cc21,22,-2
CN(C)/C=C1\C(=N)N(C)C(=O)N(C)C1=O,-7,.
COc1ccc(C(=O)Nc2ccc(Cl)cc2C)c(OC)c1,-2,-12
CCCC(=O)N1CCCC(c2ccnc(Nc3cccc(F)c3)n2)C1 (stereo not drawn),62*,-1
CN(CCNC(=O)c1ccc2c(c1)NC(=O)C(N1CCCCC1)S2)Cc1ccccc1 (stereo not drawn),18,-14
Cc1ccc(C)c(NC(=O)c2c(C)sc3c(=O)n(C(C)C)cnc23)c1,2,1
Cc1cc(N2C(=O)CCC2=O)n(-c2ccccc2)n1,-1,-5
Cc1ccc(Cc2c(C)nc3c(C(=O)NC4CCCC4)c[nH]n3c2=O)cc1,75*,6
O=c1[nH]c(SCCc2ccccc2)nc2ccccc12,3,-1
Cc1cc(NC(=O)c2ccccc2)n(-c2ccccc2)n1,2,-50
O=C(Cc1cccc(F)c1)N1CCC(c2cnn(-c3ccccc3)c2)CC1,3,-2
COC(=O)COc1ccc2c3c(c(=O)oc2c1)CCCC3,-1,-3
O=C(Nc1ccc(Cl)c(C(F)(F)F)c1)N1CCc2c(nc3cc[nH]n3c2=O)C1,9,4
Clc1ccc(N2Cc3ccccc3C2)cc1Cl,87*,-2

# An excerpt from above in order of count of non-hydrogen atoms, high to low:
SMILES,mHTT-CaM PPI inh,Pf apPOL block
CC1=C(C(=O)Nc2ccc(C)cc2C)C(c2ccc([N+](=O)[O-])cc2)n2nnnc2N1 (stereo not drawn),9,-7
O=C(NC1CCN(c2ccccc2C(=O)N2CCCCC2)CC1)c1cccs1,-8,-4
O=C(Cc1cccc(F)c1)N1CCC(c2cnn(-c3ccccc3)c2)CC1,3,-2
COc1ccc(S(=O)(=O)Nc2cccc(-c3nnco3)c2)cc1OC,.,-1&0
Cc1cc([N+](=O)[O-])nn1CCCC(=O)Nc1cccnc1Cl,-6,-9
CN(C)/C=C1\C(=N)N(C)C(=O)N(C)C1=O,-7,.
